Source: PubChem BioAssay
PERK inh: inhibitors of human PERK kinase; CHO PERK-DD fusion, SEAP luminescence translation reporter; Q9NZJ5; AID 1416; 220,000 compounds, 0.17% hits; inhibition, % at 5.6 µM;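 active means inhibition above the mean inhibition of all tested compounds plus 3 SD, set separately per screening campaign, cut at about 2.9% in these data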;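 further: PERK kinase domain activated by AP20187 dimerizer at 100 nM; 0% = DMSO with dimerizer and 100% = rapamycin at 8.4 µM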
Target sequence (Q9NZJ5 whole entry, looked up, the tested form may be a part): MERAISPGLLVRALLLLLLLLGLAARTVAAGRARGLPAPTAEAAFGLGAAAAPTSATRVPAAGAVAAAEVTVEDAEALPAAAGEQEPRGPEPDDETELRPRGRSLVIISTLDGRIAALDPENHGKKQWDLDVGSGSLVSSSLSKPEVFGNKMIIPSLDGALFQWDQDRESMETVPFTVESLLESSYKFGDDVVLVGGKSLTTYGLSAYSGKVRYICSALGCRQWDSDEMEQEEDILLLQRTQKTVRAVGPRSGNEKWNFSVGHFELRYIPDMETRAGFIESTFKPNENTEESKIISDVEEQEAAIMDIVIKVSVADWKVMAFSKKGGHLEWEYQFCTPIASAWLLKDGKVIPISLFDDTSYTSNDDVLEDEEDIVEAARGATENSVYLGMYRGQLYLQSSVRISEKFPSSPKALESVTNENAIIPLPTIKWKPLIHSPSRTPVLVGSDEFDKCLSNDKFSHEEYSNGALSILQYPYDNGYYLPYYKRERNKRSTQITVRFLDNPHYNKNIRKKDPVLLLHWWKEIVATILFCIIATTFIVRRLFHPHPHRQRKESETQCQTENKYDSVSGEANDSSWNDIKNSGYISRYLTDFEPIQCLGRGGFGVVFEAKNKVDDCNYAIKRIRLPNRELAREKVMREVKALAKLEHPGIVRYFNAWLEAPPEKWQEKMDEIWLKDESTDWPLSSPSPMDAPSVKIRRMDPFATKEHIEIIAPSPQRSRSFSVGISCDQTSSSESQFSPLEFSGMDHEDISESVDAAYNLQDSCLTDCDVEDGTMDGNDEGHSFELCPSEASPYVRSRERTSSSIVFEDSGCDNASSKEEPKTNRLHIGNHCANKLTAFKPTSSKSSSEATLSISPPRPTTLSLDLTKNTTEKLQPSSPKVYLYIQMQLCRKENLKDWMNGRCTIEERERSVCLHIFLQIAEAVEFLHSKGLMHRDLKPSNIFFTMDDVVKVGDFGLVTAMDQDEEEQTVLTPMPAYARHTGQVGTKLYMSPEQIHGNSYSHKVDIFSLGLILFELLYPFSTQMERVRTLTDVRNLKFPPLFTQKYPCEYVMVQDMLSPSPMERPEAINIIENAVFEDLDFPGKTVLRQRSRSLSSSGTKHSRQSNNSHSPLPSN
TRPML3 ag: activates the human TRPML3 channel; Q8TDD5; HEK293 TRPML3-YFP, Fluo-8 calcium fluorescence; 100% = the carbachol control signal; activation, % at 3 µM; 220,000 compounds, 0.29% hits;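 active means activation above its plate's cutoff, the mean activation of the plate's test wells plus 3 SD, cut at about 12% in these data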;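 further: 0% = DMSO only wells and 100% = carbachol wells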
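Test system: HEK293 cells stably carrying human TRPML3-YFP; Doses: single dose, 3 µM final nominal compound, 0.3% DMSO final; Schedule: dye loading 1 h 37 °C then 30 min ambient, 125 s read; Technique: Fluo-8 calcium fluorescence; Benchmarks: high control carbachol 87 µM, low control DMSO.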
Ba/F3 V617F tox: lowers viability of Ba/F3 cells expressing EpoR and JAK2V617F; inhibition, % at 5.6 µM; ATP luminescence; 220,000 compounds, 1.1% hits; AID 1446;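 active means inhibition above the campaign mean plus 3 SD over all tested compounds, cut at about 24% in these data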;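 further: cytokine-independent growth of Ba/F3 cells driven by EpoR plus mutant JAK2; 0% = DMSO-treated cells and 100% = JAK inhibitor I control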
S1P4 ag: activates the human S1P4 receptor; O95977; S1P4-expressing cell line, agonist reporter assay; activation, % at 4.98 µM; 220,000 compounds, 0.35% hits; AID 1509; in the data active means activation above about 11%;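 further: 0% = DMSO vehicle and 100% = reference agonist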
EP2 modulator: EP2 receptor (human) modulation | AID 940 | P43116 | 260,000 compounds, 0.83% hits | EP2-expressing cells, cAMP HTRF FRET, PGE2 co-stimulation | induction, % at 25 µM;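 active means compounds whose cAMP rise, as percent of the full-agonist control response, exceeds 60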;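 further: rat C6 glioma line stably carrying human EP2 under a CMV promoter; the protocol text gives 20 µM as final concentration; 100% = response of wells given 1 µM PGE2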
m-calpain inh: calpain II (pig) inhibition; 220,000 compounds, 0.37% hits; AID 1236; inhibition, % at 16 µM; purified calpain II, fluorogenic peptide substrate, 30 min;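 active means inhibition above about 50%, limit read from the data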
BaF3 parental: counter-screen for JAK2V617F inhibitors: parental Ba/F3 viability inhibitors. CellTiter-Glo ATP luminescence. inhibition, % at 5.6 µM. 220,000 compounds, 1.1% hits;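 active means inhibition above a per-campaign cutoff, the mean inhibition of all tested compounds plus 3 SD, cut at about 27% in these data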;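 further: 0% = DMSO wells and 100% = JAK Inhibitor I control wells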
zfTRPN1 agonist: agonists of zebrafish TRPN1 channel; 220,000 compounds, 0.18% hits; HEK293 zebrafish TRPN1-YFP, Fluo-8 calcium fluorescence; 100% = response to 87 µM carbachol; activation, % at 3 µM;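 active means activation above its plate's cutoff, the mean activation of test wells on that plate plus 3 SD, cut at about 19% in these data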;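 further: 0% = DMSO alone and 100% = 87 µM carbachol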
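Control set: carbachol 87 µM as high control, DMSO as low control; system: HEK293 stable line with zebrafish TRPN1-YFP; read-out: % activation versus carbachol response; detection: intracellular calcium fluorescence with Fluo-8; doses: single test compound dose, 3 µM nominal, 0.3% DMSO; schedule: dye 1 h 37 °C plus 30 min RT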
S1P4 antag: human S1P4 receptor antagonism. O95977. S1P4-expressing cells, antagonist mode, reporter read-out. inhibition, % at 4.98 µM. 220,000 compounds, 0.26% hits; in the data active means inhibition above about 29%;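 further: 0% = wells stimulated with agonist and 100% = vehicle wells without agonist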
The depositor's hits bear a star; i = inactive; · = no result given.

SMILES	PERK inh	TRPML3 ag	Ba/F3 V617F tox	S1P4 ag	EP2 modulator	m-calpain inh	BaF3 parental	zfTRPN1 agonist	S1P4 antag
Cc1ccc(CC(=O)Nc2cccc([N+](=O)[O-])c2)cc1	1.1	-0.1	3	0.1	-58	16	10	-0.6	4
CC1=C(C(=O)N2CCCC(C(=O)c3cccc4ccccc34)C2)OCCO1 (stereo not given)	0.0	2.6	4	-2.3	-11	-8	4	2.8	-9
Cc1nc2c(C)cccn2c1/C(O)=C1\C(=O)C(=O)N(CCN2CCOCC2)C1c1cccs1 (stereo not given)	0.5	0.8	0	-0.8	19	-18	1	-0.1	1
CCOc1ccc(CN2CCN(Cc3ccc(C)o3)CC2CCO)cc1 (stereo not given)	-1.0	1.1	2	4.8	0	-8	3	2.0	-4
O=c1[nH]c2ccc(NC(=S)Nc3ccc(Cl)cc3)cc2[nH]1	-0.7	1.2	3	-1.2	5	-11	6	0.2	-7
CC(=O)NN1C(=O)c2ccccc2NC1c1ccc([N+](=O)[O-])o1 (stereo not given)	0.3	1.1	-1	-0.5	23	-3	5	0.5	1
COCCn1c(=O)c2c3c(sc2n(CC(N)=O)c1=O)CCCC3	-0.1	0.3	-3	-0.8	·	·	-2	0.5	-42
O=C(CCN1C(=O)c2ccccc2S1(=O)=O)NCc1ccco1	0.6	0.4	3	0.6	2	15	4	15	-34
O=C(NC(CO)c1ccccc1)c1ccco1 (stereo not given)	-0.8	0.9	1	3.1	2	24	5	-0.4	-24
CCOC(=O)N1CCC(NC(=O)c2cc3sccc3n2CC)CC1	-0.3	-0.5	-4	0.7	-30	14	7	-0.8	-2
O=C(OCn1nnc2ccccc2c1=O)c1ccc2ncsc2c1	0.4	0.2	2	0.4	-22	7	4	1.9	4
Cc1ccccc1N=C1NC(=O)/C(=C/c2cccn2-c2cccc(C(=O)O)c2)S1	-0.8	-0.4	2	-1.1	-63	47	3	0.5	-15
Cc1ccccc1OCCSc1nc2ncnc(N)c2[nH]1	0.4	0.8	0	0.6	-62	8	2	1.4	-4
Cc1ccc(-n2nc(C)c(C3(O)C(=O)N(C)c4ccccc43)c2N)cc1 (stereo not given)	-0.3	0.3	0	-0.1	8	0	1	-0.2	-2
COC(=O)Nc1ccc(OCC(=O)N2CCOCC2)cc1	1.0	0.8	-2	2.4	23	-15	0	0.8	-3

The list goes on (six carried over from the part before).
SMILES	PERK inh	TRPML3 ag	Ba/F3 V617F tox	S1P4 ag	EP2 modulator	m-calpain inh	BaF3 parental	zfTRPN1 agonist	S1P4 antag
CCOC(=O)N1CCC(NC(=O)c2cc3sccc3n2CC)CC1	-0.3	-0.5	-4	0.7	-30	14	7	-0.8	-2
O=C(OCn1nnc2ccccc2c1=O)c1ccc2ncsc2c1	0.4	0.2	2	0.4	-22	7	4	1.9	4
Cc1ccccc1N=C1NC(=O)/C(=C/c2cccn2-c2cccc(C(=O)O)c2)S1	-0.8	-0.4	2	-1.1	-63	47	3	0.5	-15
Cc1ccccc1OCCSc1nc2ncnc(N)c2[nH]1	0.4	0.8	0	0.6	-62	8	2	1.4	-4
Cc1ccc(-n2nc(C)c(C3(O)C(=O)N(C)c4ccccc43)c2N)cc1 (stereo not given)	-0.3	0.3	0	-0.1	8	0	1	-0.2	-2
COC(=O)Nc1ccc(OCC(=O)N2CCOCC2)cc1	1.0	0.8	-2	2.4	23	-15	0	0.8	-3
COc1ccc(/C=N\NC(=O)CC(=O)Nc2cccc(Cl)c2)cc1OC	1.3	1.1	-2	1.6	-35	-16	-1	0.2	7
CC(C)(CO)CNC(=O)CCc1nnc(C2(c3ccc(Cl)cc3)CCC2)o1	0.5	0.5	0	-0.5	7	24	7	-0.3	-7
COc1cccc(/C=C/C(=O)OCC(=O)Nc2ccc(S(=O)(=O)N3CCCC3)cc2)c1	0.3	0.4	4	0.6	-17	-5	9	1.7	-19
Cc1ccc(-n2cc(CNC(C)Cn3cncn3)c(-c3ccc(F)cc3)n2)cc1 (stereo not given)	0.1	1.4	6	0.0	-45	10	0	-0.9	-8
Cc1ccc(C2=N/C(=C\c3ccc(OS(=O)(=O)c4ccc(C)cc4)cc3)C(=O)O2)cc1	-0.5	0.6	0	-0.3	14	-31	6	-0.1	-6
Cn1cc(CNC(=O)c2cc(-c3ccc(Br)cc3)nc3ccccc23)cn1	0.5	0.7	-2	-0.8	-21	-26	10	-0.5	-5
COc1ccc(/C=C/C(=O)N(C)C2CCCCC2)cc1Br	0.3	-0.4	3	0.1	-16	19	11	-2.4	-15
CCOC(=O)N1CCN(Cc2nc(-c3cccc(Cl)c3)no2)CC1	1.5	0.5	0	0.5	-18	36	6	-0.8	9
Cc1nc2sc(C(c3ccc(C(C)C)cc3)N3CCN(CCO)CC3)c(O)n2n1 (stereo not given)	0.9	0.4	3	-1.4	-21	-68	4	-0.9	-3
COc1cccc(Nc2nc(C)cc(C)c2C#N)c1	0.6	0.2	3	-0.8	4	36	5	-1.8	4
C=CCOc1ccc(/C=N/Nc2ccccn2)cc1OC	-0.2	0.3	4	-0.1	3	15	6	-0.5	-12
Cc1cc(Nc2ccc(F)cc2F)n2nc(C)nc2n1	0.7	-0.3	3	1.1	10	2	9	0.0	-12
CCOC(=O)CNc1ccc(C(=O)OCC)cc1[N+](=O)[O-]	0.7	0.4	-3	2.3	4	-2	-2	-0.8	-14
COC1CC(C)NC(=S)N1 (stereo not given)	1.4	0.0	-1	0.0	-3	7	-1	1.7	-2
Cc1cc(C(=O)NN)n[nH]1	1.5	0.6	1	1.3	-5	-22	0	1.4	-1
CN1C(=O)C(CC(=O)N2CCN(C(c3ccccc3)c3ccccc3)CC2)N(C)C1=O (stereo not given)	-0.3	0.7	4	-0.9	1	22	5	0.4	-9
CN(C)c1oc(-c2ccccc2[N+](=O)[O-])nc1C#N	0.4	0.5	-3	0.6	-40	-7	-2	-0.1	-14
CCOC(=O)C1=C(C)n2c(s/c(=C3\C(=O)Nc4ccccc43)c2=O)=NC1c1ccc(OC)cc1 (stereo not given)	0.7	2.0	-2	-0.1	8	-48	1	2.4	-7
O=C1CC(N2CCN(c3ccc(F)cc3)CC2)C(=O)N1Cc1ccc(N2CCCC2=O)cc1 (stereo not given)	-0.5	2.2	-2	-1.6	1	-4	1	1.9	-11
Cc1ccc2nc(-c3ccc(NC(=O)CN(c4ccccc4C)S(C)(=O)=O)cc3)sc2c1	0.7	-0.5	1	1.6	-12	i	1	-0.8	5
COc1ccc(-c2nsc(SCC(=O)Nc3ccc4c(c3)OCO4)n2)cc1	1.2	0.8	-2	-1.1	-44	10	5	2.1	-8
Cc1nc(NCCN2CCOCC2)c2nnn(Cc3c(F)cccc3Cl)c2n1	0.3	0.8	0	2.0	18	-12	4	3.7	-10
CC(=O)Nc1ccc(OC/C=C(\C)Cl)cc1	1.4	-1.2	4	2.5	23	-9	6	-0.5	-2
CCn1c(C)nc2cc(C(=O)N/N=C/c3ccccc3)ccc21	-0.1	0.1	-2	-0.1	-7	-8	3	-0.7	-1
CCN(CC)S(=O)(=O)c1ccc(C(=O)NCc2nnc(SCC(=O)OC)n2C)cc1	0.3	0.1	-2	0.7	0	-14	6	1.7	-10
CCc1cc2cc(C)cc(C)c2[nH]c1=S	0.1	1.0	-1	1.4	7	-1	5	0.7	-20
COC(=O)CSc1c(-c2ccccc2)c2cc(Cl)ccc2[nH]c1=O	-0.1	0.0	2	0.4	50	-3	1	-1.0	-16
CC(=O)Nc1ccc(C(=O)OC2CCOC2=O)cc1 (stereo not given)	2.5	0.2	-4	0.4	-2	15	-4	0.5	-16
Cc1ccc(-c2nc(C#N)c(NCCc3ccccn3)o2)cc1	1.2	0.6	3	1.5	-46	-13	5	-0.2	1
O=C(COC(=O)c1ccccc1Cl)NC(=O)NCc1ccccc1	1.3	-0.4	-5	1.6	-12	3	2	-1.5	-7
CC[N+](CC)(CC)C/C(N)=N/O	-0.4	0.3	1	-1.3	11	8	1	2.4	1
O=C(Nc1ccc2c(c1)OCCO2)c1ccc(Br)s1	-0.7	0.9	1	-0.9	-15	28	7	-0.7	0
C(=N\N1CCN(Cc2ccccc2)CC1)/c1ccccc1	1.1	1.0	-2	1.2	-2	3	0	1.3	-1
O=C(c1ccco1)N1CCN(C(=O)C2c3ccccc3Oc3ccccc32)CC1	0.3	0.2	-4	-1.4	3	16	1	-0.4	-18
Cc1cc(OCC(=O)N2CCOCC2)ccc1[N+](=O)[O-]	1.3	1.1	-4	-1.5	10	-1	-9	1.4	1
O=C(CNS(=O)(=O)c1ccc(Br)cc1)N1CCN(c2ccc(F)cc2)CC1	-0.7	-0.5	1	-0.3	-19	32	3	-1.0	-1
CN1CCC(Oc2ccccc2Sc2ccc(C(F)(F)F)cc2)CC1	-0.6	1.1	3	1.7	-71	-6	9	0.9	12
CCOC(=O)c1ccc2c(c1)n(CC)c(/C=C/Nc1ccccc1)[n+]2CC	0.5	0.1	36*	-3.5	-12	0	50*	1.2	8
CCN(CC)c1ccc(O)c(C=Nc2ccc(C)c(C)c2)c1	0.0	0.0	-4	0.3	-63	17	2	-1.0	-1
C=CCn1c(SCC(=O)c2ccc(O)c(O)c2)nnc1-c1ccccc1OC	0.7	0.2	34*	0.5	19	-12	11	-1.1	-30
COc1ccc(N/C(=N/c2nc(C)cc(C)n2)NC(=O)Nc2ccc(Cl)c(Cl)c2)c(OC)c1	1.0	0.6	-6	1.2	5	-27	1	1.1	-10
COc1cccc(/C=C/c2ccc3ccccc3n2)c1OC(C)=O	0.8	-0.1	6	1.8	-41	5	6	-0.3	-13
CCOC(=O)N1CCN(C(=O)C2CCN(Cc3ccc(O)c(OCC)c3)CC2)CC1	-0.5	0.5	3	-2.1	-9	13	8	0.5	3
CC(SCc1cc(=O)n2c([nH]c3ccccc32)c1C#N)C(=O)O (stereo not given)	-0.1	1.2	4	-1.6	12	-59	-1	3.4	-15
O=C(CC1C(=O)NCCN1Cc1ccc(-c2ccccc2)cc1)NCc1ccncc1 (stereo not given)	0.2	0.8	-2	0.8	-23	-72	10	1.3	-12
O=c1cc(CSc2nnc(COc3ccccc3)n2-c2ccccc2)c2ccccc2[nH]1	-1.1	0.0	5	-0.8	-22	31	5	2.7	-5
CC(C)OC(=O)c1c(N)sc2c1CCCC2	-0.1	-0.5	3	-1.7	·	·	4	-1.5	-7
CCCOc1ccc(/C(O)=C2/C(=O)C(=O)N(CCCn3ccnc3)C2c2ccco2)cc1 (stereo not given)	-0.4	-0.1	-3	-0.5	19	25	0	-0.2	6

Some of the entries above, set out differently:
SMILES: CN1C(=O)C(CC(=O)N2CCN(C(c3ccccc3)c3ccccc3)CC2)N(C)C1=O (stereo not given)
  PERK inh = -0.3	TRPML3 ag = 0.7	Ba/F3 V617F tox = 4	S1P4 ag = -0.9	EP2 modulator = 1	m-calpain inh = 22	BaF3 parental = 5	zfTRPN1 agonist = 0.4	S1P4 antag = -9
SMILES: CN(C)c1oc(-c2ccccc2[N+](=O)[O-])nc1C#N
  PERK inh = 0.4	TRPML3 ag = 0.5	Ba/F3 V617F tox = -3	S1P4 ag = 0.6	EP2 modulator = -40	m-calpain inh = -7	BaF3 parental = -2	zfTRPN1 agonist = -0.1	S1P4 antag = -14
SMILES: CCOC(=O)C1=C(C)n2c(s/c(=C3\C(=O)Nc4ccccc43)c2=O)=NC1c1ccc(OC)cc1 (stereo not given)
  PERK inh = 0.7	TRPML3 ag = 2.0	Ba/F3 V617F tox = -2	S1P4 ag = -0.1	EP2 modulator = 8	m-calpain inh = -48	BaF3 parental = 1	zfTRPN1 agonist = 2.4	S1P4 antag = -7
